# High-throughput results as filed in PubChem.
# BRCA1 expr act: increases BRCA1 expression; hit rate 1.1% among 380,000; AID 624202; Potency, µM (series often up to 46.1 µM), without a hit: at the top dose activation, usual class: activators; MCF7-BRCA1-FFLuc reporter, luminescence, 48 h; response scale: scaled: vehicle 0%, 10 µM genistein 100%; also: potency is read from the fitted curve at half-maximal effect; nearly all actives have a fitted effect of over 80% in size; some results filed as inactive show a strong effect at the top dose
#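 First, MCF7-BRCA1-FFLuc cells (2000/well) attach for 2 h; next, compounds are pin-added and incubated 48 h at 37 °C; finally, luciferase reagent is added and luminescence read after 15 min.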
# Menin MLL FP TR: inhibitors of human menin-MLL interaction, mutant MLL peptide | O00255 | Menin + Texas Red MLL mutant peptide, fluorescence polarization | Potency, µM (titrated, usually from 61.6 µM), for the others: top-dose FP activity change, negative = inhibition, hits mostly inhibitors | hit rate 0.23% among 270,000; active = well fitted inhibition curve with a large enough effect in the polarisation, with a control signal flat, not every such curve was filed as active; inconclusive = small, poorly fitted or top-dose-only effect, or effect the other way, or a change in a side signal; inactive = no such curve, though single readings can be large or run the other way; the % refers to the polarisation; also: potency is read from the fitted curve at half-maximal effect; % of control where 0% means no effect; many of its hits are not listed in these tables
# FLuc counter: counter-screen for miR-21 project: firefly luciferase inhibitors or activators | Potency, µM (doses to about 57.5 µM), for the others: top-dose activity change, negative = inhibition, actives largely listed as inhibitors | hit rate 6.9% among 360,000 | purified FLuc, Km substrates, luminescence inhibition | AID 588342 | P08659;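 also: potency is read from the fitted curve at half-maximal effect; plate controls were vehicle for no effect and reference inhibitor for full effect; nearly all actives have a fitted effect of over 55% in size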
# Target sequence (P08659 whole entry, looked up): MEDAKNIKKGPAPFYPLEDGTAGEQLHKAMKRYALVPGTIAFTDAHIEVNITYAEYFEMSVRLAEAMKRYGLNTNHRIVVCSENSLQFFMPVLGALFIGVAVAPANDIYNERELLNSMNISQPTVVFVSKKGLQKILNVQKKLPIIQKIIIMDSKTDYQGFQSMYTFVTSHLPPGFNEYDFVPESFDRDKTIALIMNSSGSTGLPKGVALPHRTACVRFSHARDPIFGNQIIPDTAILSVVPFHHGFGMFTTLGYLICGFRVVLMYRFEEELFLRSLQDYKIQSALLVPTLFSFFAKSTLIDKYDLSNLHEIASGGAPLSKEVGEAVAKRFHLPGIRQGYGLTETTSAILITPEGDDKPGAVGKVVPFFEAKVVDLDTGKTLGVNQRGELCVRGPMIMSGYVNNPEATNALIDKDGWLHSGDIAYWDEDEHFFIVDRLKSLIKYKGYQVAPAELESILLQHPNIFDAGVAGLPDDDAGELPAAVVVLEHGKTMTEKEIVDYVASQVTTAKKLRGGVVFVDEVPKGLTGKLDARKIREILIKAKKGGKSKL
#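 Biochemical qHTS of compounds, final roughly 60 µM downward over six points, against 10 nM purified firefly luciferase using Km concentrations of substrates (10 uM D-luciferin, 10 uM ATP) in Tris acetate pH 7.5 buffer; luminescence output.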
# Rab9 promoter act: Rab9 promoter activation. Huh7 Rab9 promoter-luciferase reporter, luminescence, 24 h. Potency, µM (highest dose often 9.22 µM), for the others: top-dose activation, negative = inhibition, most hits filed as activators. hit rate 2.8% among 320,000. AID 485297; also: potency is read from the fitted curve at half-maximal effect; % of control where 0% means no effect; nearly all actives have a fitted effect of over 60% in size
#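 Luminescence from Amplite-detected luciferase (10 minutes, ambient) reports Rab9 promoter activation. Before that, stable Rab9-luciferase Huh7 cells (1500/well, reduced-serum OP-MEM I plus 10% FBS) were exposed to compound for 24 hours at 37C.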
# p53 reactivator: restores transcriptional activity of mutant p53; H1299 p53-A138V BP100-luciferase reporter, luminescence, 24 h; Potency, µM (doses to about 92.2 µM), for inactives: top-dose activity change, positive = activation, hits mostly activators; hit rate 0.063% among 320,000; also: potency is read from the fitted curve at half-maximal effect; % of control where 0% means no effect; nearly all actives have a fitted effect of over 45% in size
#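 H1299 (p53-null), stable ts p53-A138V + BP100-Luc; 1000 cells/well, Opti-MEM/10% FBS; cpd 4 pt, 1:5; 24 h, 37 deg C, 5% CO2; detection reagent 10 min RT; luminescence.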
# Giardia killer: Giardia lamblia killing | Giardia lamblia trophozoite viability | activity change, % at 7.66 µM, hits read low | hit rate 0.15% among 340,000 | AID 540267; in the data active = activity change below about -80%; inconclusive = between about -30% and that limit;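 also: parasites exposed to compound for two days anaerobically before the ATP read; % is scaled to controls: 0 for no effect and ±100 for the full control effect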
#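 Each well holds 100 Giardia trophozoites and compound. After two days (48 hrs) at 37 deg C in anaerobic conditions, ATP is quantified by luminescence.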
# RORg inh: ROR gamma (mouse) transcription inhibition. AID 2551. Drosophila S2 Gal4-RORgamma UAS-luciferase reporter, 20 h. Potency, µM (highest dose often 53.6 µM), for inactives: at the highest dose activity change, negative = inhibition, usual class: inhibitors. P51450. hit rate 5.4% among 310,000; also: potency is read from the fitted curve at half-maximal effect; % is scaled to controls: 0 for no effect and ±100 for the full control effect; nearly all actives have a fitted effect of over 60% in size
#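 Using a luciferase readout, inhibitors were identified by reduced reporter activity in Drosophila cells coexpressing a copper-inducible Gal4–ROR gamma fusion and UAS-driven Photinus luciferase, incubated 20 hr after 700 uM copper sulfate.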
# NPC1 prom act: NPC1 promoter activation. Huh7 NPC1 promoter luciferase reporter, 24 h. Potency, µM (highest dose often 9.22 µM), inactives show at the highest dose activation, hits mostly activators. hit rate 2.4% among 320,000;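 also: potency is read from the fitted curve at half-maximal effect; % of control where 0% means no effect; nearly all actives have a fitted effect of over 60% in size; reporter is driven by a mutant NPC1 promoter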
#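 Compounds in DMSO were transferred onto Huh7 NPC1-luciferase reporter cells pre-incubated 2 h; after 24 h at 37 °C, Amplite reagent was dispensed and luminescence recorded 10 min later.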
# PKM2 activator: PKM2 (human) enzyme activation. P14618. hit rate 0.34% among 260,000. AID 1631. purified PKM2, Kinase-Glo ATP luminescence, activation; response scale: 0% is enzyme alone, no compound. Potency, µM (doses to about 57.5 µM), for the others: top-dose activation, hits mostly activators; also: potency is read from the fitted curve at half-maximal effect; % is scaled to controls: 0 for no effect and ±100 for the full control effect; nearly all actives have a fitted effect of over 55% in size
# Target sequence (P14618 whole entry, looked up): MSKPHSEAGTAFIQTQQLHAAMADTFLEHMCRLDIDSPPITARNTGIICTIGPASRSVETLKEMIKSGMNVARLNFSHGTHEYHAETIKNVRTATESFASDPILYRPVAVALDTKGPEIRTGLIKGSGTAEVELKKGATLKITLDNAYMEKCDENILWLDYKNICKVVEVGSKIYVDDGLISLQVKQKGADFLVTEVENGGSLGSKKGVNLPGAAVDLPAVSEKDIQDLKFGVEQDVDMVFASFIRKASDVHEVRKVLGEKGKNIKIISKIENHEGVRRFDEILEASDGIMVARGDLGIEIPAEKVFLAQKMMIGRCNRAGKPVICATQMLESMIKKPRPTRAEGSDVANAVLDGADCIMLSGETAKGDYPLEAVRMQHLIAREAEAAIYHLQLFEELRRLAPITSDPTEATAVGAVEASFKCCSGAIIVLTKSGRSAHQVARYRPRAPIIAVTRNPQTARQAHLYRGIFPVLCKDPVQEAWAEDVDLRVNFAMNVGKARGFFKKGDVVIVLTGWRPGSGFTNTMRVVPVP
#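 Purified hPK-M2 (>95%) run at intermediate activity with 0.1 mM ADP and 0.5 mM PEP in 50 mM imidazole pH 7.2, KCl, MgCl2; 1 h room temperature. ATP formed read by Kinase-Glo luminescence; normalized to uninhibited and no-enzyme controls.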
# ELG1 genotoxic: induces genotoxicity in HEK293T cells with luciferase-tagged ELG1; HEK293T ELG1-luciferase reporter, luminescence, 16 h; Potency, µM (doses to about 46 µM), inactives show at the highest dose activity change, positive = activation, usual class: activators; hit rate 1.3% among 330,000; also: potency is read from the fitted curve at half-maximal effect; % of control where 0% means no effect; nearly all actives have a fitted effect of over 60% in size
#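 Step 1: seed 2,000 HEK293T ELG1-luciferase cells per well. Step 2: add compound or DMSO, incubate 16 hr at 37 °C. Step 3: ONE-Glo, 30 min at room temperature, read luminescence.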
# Gal4-VP16 FLuc: counter-screen for ROR gamma inhibitors: Gal4-VP16 reporter. hit rate 3.5% among 310,000. Drosophila S2 Gal4-VP16 UAS-luciferase, luminescence, 20 h. Potency, µM (titrated, usually from 53.6 µM), for inactives: at the highest dose activity, negative = inhibition, hits mostly inhibitors;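 also: Gal4-VP16 expression switched on by copper sulfate through the metallothionein promoter; potency is read from the fitted curve at half-maximal effect; % is scaled to controls: 0 for no effect and ±100 for the full control effect; nearly all actives have a fitted effect of over 50% in size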
# * marks the source's active call; other numbers are inactive results; ? = inconclusive; . = no result given; & = joins results of further samples; [ ] = another dose, or the depositor's remark. Unless noted, calls follow the shape of the dose curve; as a rule, active = well fitted curve in the direction sought with a large enough effect; inconclusive = small, poorly fitted or top-dose-only effect, or another doubt; inactive = no such curve, though single readings can be large; an effect the other way counts as inactive or inconclusive. An excerpt; count on the stated rates, not on these rows.
smiles	BRCA1 expr act	Menin MLL FP TR	FLuc counter	Rab9 promoter act	p53 reactivator	Giardia killer	RORg inh	NPC1 prom act	PKM2 activator	ELG1 genotoxic	Gal4-VP16 FLuc
COC(=O)CCC(=O)NC1CC(C)(C)Cc2c1cnn2-c1ccccc1 (stereo not drawn)	-4.7%	0.2%	2.2%	-0.2%	.	19.8	28.7%	1.1%	0.1%	-2.7%	4.4%
CC12CCC(=O)N1C(C(=O)Nc1nc(-c3ccc(F)c(F)c3)cs1)CS2 (stereo not drawn)	-1.3%	.	3.1%	0.1%	-0.9%	-10.9	.	0.5%	.	0.6%	.
CCNc1ccc(C(=O)OCC(=O)N(Cc2ccccc2)C(C)(C)C)cc1[N+](=O)[O-]	-0.4%	-7.4%	3.4%	0.3%	12.2%	-7.1	7.1%	-2.5%	-2.7%	-4.5%	-1.7%
CC(C)(C)OC(=O)CC[C@@H](C(=O)N1CCN(C(=O)OC(C)(C)C)CC1)n1cc(C(CO)NC(=O)OC(C)(C)C)nn1 (stereo partly drawn)	4.4%	4.4%	0.3%	7.3%	17.2%	32.1[activator]	-11.1%	1.9%	-0.1%	0.6%	-6.3%
COc1cc(-c2nnc(SCC3(c4ccc(Br)cc4)OCCO3)o2)cc(OC)c1OC	-71.6%	-1.3%	1.5%	-5.7%	-2.3%	10.7	3.3%	-0.4%	0.4%	-5.0%	5.9%
CCCN1CCN(C2CCCCC2NS(=O)(=O)c2ccccc2)CC1 (stereo not drawn)	-16.9%	-5.7%	0.1%	-3.1%	-2.5%	-22.5	0.0%	-2.1%	.	-0.6%	-0.8%
CC(=O)N/C(=C\c1ccccc1)C(=O)OCc1ccccc1	9.7%	-0.1%	-0.9%	11.8%	6.3%	13.1	29.6%	3.6%	-0.7%	3.3%	2.7%
CC(C)CC(=O)Nc1nnc(S(=O)(=O)N2CCCCCC2)s1	-10.5%	.	?	-10.7%	3.1%	5.1	-5.3%	-2.8%	.	1.0%	12.5%
O=C(Cn1c(=O)c(=O)n(Cc2ccccc2)c2ccc(Cl)cc21)Nc1cccc(F)c1	-21.2%	-28.5%	2.2%	-1.6%	-2.0%	14.2	5.5%	-0.5%	1.2%	-0.7%	-3.9%
COCCn1c(SCC(=O)c2ccc(F)cc2)nnc1C(C)C	-2.6%	31.3%[activator]	3.9%	6.8%	9.0%	-8.8	-22.5%	5.2%	-5.4%	2.1%	-21.2%
COc1ccc(NC(=S)N2CCC(Cc3ccccc3)CC2)cc1OC	-16.4%	-0.8%	6.0%	0.1%	16.3%	10.2	12.6µM*	-1.9%	6.6%	-11.6%	15.8µM*
Cc1cc(F)ccc1S(=O)(=O)Nc1ccc(C(=O)N(C)Cc2ccco2)cc1	-0.1%	.	-0.6%	0.2%	0.5%	-15.9	.	-7.8%	.	1.2%	.
O=C(NCc1cccc(C(F)(F)F)c1)C1CC(c2c(Cl)cccc2Cl)=NO1 (stereo not drawn)	-39.1%	?	-5.0%	-1.0%	-13.2%	18.1	?	-1.3%	1.4%	-7.1%	-0.9%
CCOC(=O)CSc1ccc(S(=O)(=O)N(CC)CC)cc1[N+](=O)[O-]	-1.3%	-1.3%	-2.1%	1.0%	-2.1%	4.1	-12.7%	-11.3%	6.6%	0.1%	-9.5%
O=C(Nc1cnccc1C(F)(F)F)NC1CCCCC1	12.7%	.	5.4%	0.2%	-4.3%	-10.9	15.4%	0.5%	4.9%	-9.2%	6.5%
Nc1[nH]n(-c2ccccc2)c(=O)c1N=Nc1ccc2c(c1)OCCO2	20.5%	?	0.601µM*	0.501µM*	6.1%	2.6	?	2µM*	-5.5%	?	?
COc1ccnc(Oc2cc(Cl)cc(Cl)c2)c1C#N	7.6%	-24.0%	3.0%	-1.6%	1.0%	6.1	-12.0%	-0.6%	-3.1%	4.7%	4.1%
OC(CCN1CCCCC1)(c1ccccc1)c1ccccc1	0.0%	-13.0%	0.2%	-2.2%	-0.8%	5.1	-9.0%	3.4%	-9.3%	2.3%	5.4%
COc1cc(C(=S)N2CCOCC2)ccc1OS(=O)(=O)c1ccc(Cl)cc1	-5.6%	11.0%	0.1%	-1.6%	.	9.5	?	-4.2%	0.6%	-7.7%	-5.0%
COc1ccccc1Nc1nc(N)nc(CSc2nc(C)cc(C)n2)n1	-27.9%	7.6%	2.1%	-2.7%	-8.8%	15.8	13.4%	-4.1%	-1.6%	1.0%	1.9%
Cc1csc(NC(=O)c2ccccc2C(=O)O)n1	-3.1%[1.84 µM]	9.8%	-0.4%	-4.3%	-3.4%	0.9	11.6%	-5.1%	-1.8%	-2.7%	5.2%
O=C(O)[C@H](Cc1ccccc1)N1C(=O)c2ccncc2C1=O	-0.5%	0.1%	-0.1%	5.1%	-4.1%	-10.7	0.4%	-1.8%	0.2%	0.4%	-0.4%
O=S(=O)(Nc1cccc(S(=O)(=O)N2CCCC2)c1)c1cccc(Br)c1	-2.3%	.	-0.4%	-1.3%	-19.5%	-2.3	.	-4.4%	.	-4.9%	.
CCCCCCSc1ccc([C@H]2N[C@@](C)(C(=O)OC)[C@H]3C(=O)N(C)C(=O)[C@@H]23)cc1	-52.1%	.	?	-1.7%	-9.7%	-10.4	.	-2.9%	.	-6.9%	.
Cc1ccc(/C=C/c2onc(C)c2S(=O)(=O)N2CCC(C(=O)N3CCN(C)CC3)CC2)cc1	3.1%	1.4%	0.2%	-7.3%	-1.3%	9.0	?	-3.9%	2.9%[0.46 µM]	4.3%	-29.8%
ClCc1csc(-c2ccccc2Cl)n1	29.1%	4.9%	-6.4%	-1.4%	-2.0%	-13.8	9.1%	-6.5%	1.1%	-1.9%	0.5%
Cc1ccc(NC2=NC(c3ccccc3)n3c(nc(C)cc3=O)N2)cc1 (stereo not drawn)	0.1%	5.4%	-0.5%	-7.3%	-5.2%	-3.3	19.1%	0.6%	-3.7%	0.1%	-15.7%
CCOc1ccc(NC(=O)N(CCN2CCOCC2)Cc2ccc3c(c2)CCCN3CC)cc1	5.9%	?	0.3%	-0.2%	-2.5%	-12.3	11.9%	-0.3%	2.5%	0.6%	-1.9%
CC(C)C(C)(C#N)NC(=O)CSc1ncnc2sc(-c3ccccc3)cc12 (stereo not drawn)	-43.7%	16.2%	?	-2.2%	-7.0%	2.5	-43.0%	-0.2%	1.8%	-7.3%	3.5%
Cc1ccc(C(=O)Nc2cccc(C(=O)NCc3ccccc3)c2)cc1	1.1%	10.0%	8.49µM*	9.8%	1.8%	-9.8	38.5%	12.8%	2.9%	-8.2%	-12.8%
COCCn1c(SCC(=O)Nc2nc(C)c(Cl)cc2Cl)nc2ccccc21	0.0%	-8.7%	-0.4%	-4.4%	-4.3%	-10.1	11.0%	0.2%	5.6%	-5.0%	-5.9%
Cc1ccc(N(CC(=O)NCc2ccc3c(c2)OCO3)S(C)(=O)=O)cc1	47.2%	-1.6%	-17.3%	4.9%	5.4%	14.9	28.0%	2.8%	-1.0%	11.2%	22.2%
Cn1nc(C(=O)N2CCN(S(=O)(=O)/C=C/c3ccccc3)CC2)c2ccccc2c1=O	-23.4%	-5.3%	-0.7%	-2.7%	-13.1%	-3.9	19.5%	-0.3%	-3.1%	-3.0%	2.9%
c1ccc(CCNc2ncnc3nc[nH]c23)cc1	92.0%&52.7%	22.8%	?	23.3%	?	2.0	2.3%	28.7%	1.5%	-0.2%	?
COc1ccccc1Nc1ccc(NS(=O)(=O)c2ccc(C(C)=O)cc2)cc1	-9.2%	?	0.2%	-1.3%	2.3%	6.6	?	-2.5%	.	-6.4%	-1.4%
COc1ccc(-c2csc(NC(=O)C3CC(=O)N(Cc4ccccc4)C3)n2)cc1OC (stereo not drawn)	-34.1%	.	9.0%	-10.7%	-28.7%	10.4	2.6%	1.0%	0.1%	-18.5%	-2.5%
CCOC(=O)c1ccc(S(=O)(=O)N2CCC(C(=O)O)CC2)cc1	-1.3%	-3.7%	0.8%	1.5%	3.7%	11.3	1.9%	0.2%	5.1%	-0.5%	1.2%
CC(C)(C)c1ccc(OCC(=O)Nc2ccncc2)cc1	0.4%	21.4%	6.01µM*	1.4%	-13.4%	21.1	?	-2.1%	0.0%	-5.7%	-8.4%
COc1cccc(NS(=O)(=O)c2ccc(C)c(C(=O)N3CCCCC3)c2)c1	29.3%	1.5%	-0.8%	2.9%	1.7%	0.0	-9.1%	0.8%	-0.3%	-4.9%	-1.7%
